# IDE cell inh – inhibits human insulin-degrading enzyme in HEK cells; P14735; FAbetaB cleavage, fluorescence polarization; inhibition, % at 5.59 µM; 320,000 tested, 0.41% active; AID 434962;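 active means percent inhibition above the average of all tested compounds plus 3 SD, set per screening campaign, cut at about 16% in these data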;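 further: IDE supplied by intact live HEK cells; FP after avidin binding of uncleaved biotin substrate so inhibition keeps polarization high; 0% = DMSO wells and 100% = 60 µM reference IDE inhibitor Ii1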
# Target sequence (P14735 whole entry, looked up): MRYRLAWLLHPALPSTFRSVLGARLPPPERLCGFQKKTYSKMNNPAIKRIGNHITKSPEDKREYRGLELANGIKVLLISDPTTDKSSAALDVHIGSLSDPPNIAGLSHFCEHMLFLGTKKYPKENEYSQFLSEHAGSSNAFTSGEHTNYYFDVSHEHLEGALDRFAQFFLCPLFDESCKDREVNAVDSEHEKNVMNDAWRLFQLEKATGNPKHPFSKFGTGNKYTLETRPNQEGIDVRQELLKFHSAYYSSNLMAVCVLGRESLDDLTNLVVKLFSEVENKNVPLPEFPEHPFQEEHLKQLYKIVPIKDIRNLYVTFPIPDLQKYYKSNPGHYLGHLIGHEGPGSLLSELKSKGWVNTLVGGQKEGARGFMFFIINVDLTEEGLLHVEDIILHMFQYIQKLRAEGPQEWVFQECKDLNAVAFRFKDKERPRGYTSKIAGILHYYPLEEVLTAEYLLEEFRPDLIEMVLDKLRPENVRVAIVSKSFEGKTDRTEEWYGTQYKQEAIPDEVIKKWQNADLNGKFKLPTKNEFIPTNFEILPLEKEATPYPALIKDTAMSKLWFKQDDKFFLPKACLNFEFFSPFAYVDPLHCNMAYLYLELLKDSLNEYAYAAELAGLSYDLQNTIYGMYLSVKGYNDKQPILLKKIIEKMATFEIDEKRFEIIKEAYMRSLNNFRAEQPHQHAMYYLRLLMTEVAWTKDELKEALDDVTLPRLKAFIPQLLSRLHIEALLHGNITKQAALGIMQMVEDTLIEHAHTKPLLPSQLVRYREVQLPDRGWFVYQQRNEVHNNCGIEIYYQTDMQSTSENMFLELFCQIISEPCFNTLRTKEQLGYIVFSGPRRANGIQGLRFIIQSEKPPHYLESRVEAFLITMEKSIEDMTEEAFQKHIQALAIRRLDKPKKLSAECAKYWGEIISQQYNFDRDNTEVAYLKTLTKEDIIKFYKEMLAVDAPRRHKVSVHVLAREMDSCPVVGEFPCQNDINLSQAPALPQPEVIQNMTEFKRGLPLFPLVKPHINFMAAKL
# IDE act – IDE (human) activation, cell-based | AID 493087 | P14735 | activation, % at 5.96 µM | HEK cells, FAbeta-B cleavage, fluorescence polarization; 0% vehicle, 100% cell-free pure enzyme wells | 340,000 tested, 0.073% active;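 active means activation above the mean of all tested compounds plus 3 SD, set per screening campaign, cut at about 17% in these data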
# M18AAP inhibitor – PfM18AAP enzyme inhibition; AID 1822; recombinant PfM18AAP, H-Glu-NHMec fluorogenic cleavage; inhibition, % at 7.35 µM; 290,000 tested, 1.2% active;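 active means inhibition above the campaign mean inhibition over all tested compounds plus 3 SD, cut at about 28% in these data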;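 further: 0% = plate median of test compound wells and 100% = 2 mM ZnCl2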
# FID counter – counter-screen for HCV NS3 helicase inhibitors: DNA intercalator displacement; 290,000 tested, 0.17% active; DNA fluorescent intercalator displacement, fluorescence; inhibition, % at 7.9 µM; AID 1845; in the data active means inhibition above about 37%;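 further: 0% = vehicle and 100% = reference compound; higher means more ethidium bromide displaced from hairpin DNA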
# NS3 helicase inh – inhibitors of Hepatitis C virus NS3 helicase; NS3 helicase DNA unwinding, Cy5 molecular beacon fluorescence; inhibition, % at 10.9 µM; 290,000 tested, 0.56% active;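 active means inhibition above the mean of all tested compounds plus 3 SD, set per campaign, cut at about 35% in these data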;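 further: 0% = DMSO wells and 100% = thioflavine S control wells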
#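 Assay system: hepatitis C virus NS3 helicase domain fragment enzyme. Also added: annealed dual-labelled DNA beacon duplex, ATP-started. Timing: 1 h reaction at 25 °C, ATP-initiated. Technique: Cy5 fluorescence at 0 and 60 min, beacon hairpin quenching. Evaluation: % inhibition of unwinding. Replication: one well per compound.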
# VIM-2 inhibitor – blocks Pseudomonas aeruginosa VIM-2 metallo-beta-lactamase; purified VIM-2, nitrocefin hydrolysis, epi-absorbance fluorescence; 290,000 tested, 0.89% active; inhibition, % at 5.6 µM;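 active means inhibition above the mean of all tested compounds plus 3 SD, cutoff set per screening run, cut at about 7.5% in these data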;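 further: red hydrolysis product quenches plate fluorescence so inhibitors raise well fluorescence; 0% = enzyme with DMSO and 100% = DMSO without enzyme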
# IMP-1 inhibitor – inhibitors of Pseudomonas aeruginosa IMP-1 metallo-beta-lactamase; inhibition, % at 5.6 µM; 290,000 tested, 0.45% active; AID 1556; purified IMP-1, nitrocefin hydrolysis, epi-absorbance fluorescence;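 active means inhibition above the mean plus 3 SD of all compounds in the same screening run, cut at about 4.5% in these data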;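 further: 0% = IMP-1 with DMSO and 100% = DMSO wells lacking enzyme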
#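 assay system = purified recombinant IMP-1 metallo-beta-lactamase enzyme | schedule = 15 min preincubation plus 25 min reaction at 25 °C | signal = Epi-absorbance fluorescence, 480 nm excitation, 530 nm emission | read-out basis = percent inhibition from optical density relative to buffer-blank wells | controls = IMP-1 with DMSO as 0%, enzyme-free DMSO as 100%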
# UBC9 SUMO inh – SUMOylation inhibition; inhibition, % at 35 µM; 290,000 tested, 0.36% active; P63279; HTRF SUMOylation assay, SAE1/SAE2 + UBC9, in vitro; in the data active means inhibition above about 50%, passing the limit was not always enough; further: strong numbers were not always called active
# p-CIP stab down – compounds decreasing mouse p/CIP protein stability. F442A p/CIP-EGFP cells, EGFP fluorescence, 16 h. AID 1984. Q05BA5. 290,000 tested, 0.01% active. decrease of EGFP signal, % at 10 µM;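 active means EGFP signal decrease of at least 30% at 10 µM or well 3 SD below plate mean, unless failing retest; inactive means the rest, including hits failing retest or dose response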; further: some compounds called inactive have numbers as strong as hits; many of its hits are not listed in these tables
# Active calls of the source: *; x = no result given.
SMILES,IDE cell inh,IDE act,M18AAP inhibitor,FID counter,NS3 helicase inh,VIM-2 inhibitor,IMP-1 inhibitor,UBC9 SUMO inh,p-CIP stab down
CCOC(=O)N1CCN(C(=O)c2cnc3n(c2=O)CCS3)CC1,7,-1,3,1,3,-2.0,-3.7,0,0
COc1ccc(C(=O)N2CCN=C2SCc2cccnc2)c(OC)c1,2,5,-9,-9,4,-3.7,-2.9,14,-4
Cc1c(NC(=O)c2ccc(CC(C)C)o2)c(=O)n(-c2ccccc2)n1C,-2,-2,-3,-11,0,1.6,-1.7,-3,9
CC1(C)CC(NCCC(c2ccccc2)c2ccco2)CCO1 (stereo not given),-4,4,0,2,1,-3.2,-2.7,14,-8
Cc1cccc(N2CCN(S(=O)(=O)c3ccc4c(c3)NC(=O)CO4)CC2)c1C,-3,-9,0,-38,-4,-3.2,-0.3,-9,-8
O=C(CN1C(=O)C(c2ccccc2)Oc2cccnc21)NCc1ccccc1F (stereo not given),-6,3,3,-31,4,-0.3,54*,16,-3
Cc1[nH]c2ccc(C(=O)O)cc2c1C,0,-4,-7,5,0,2.1,-2.8,1,-6
COc1ccc(Cc2nn[nH]n2)cc1,2,-1,-2,-2,-3,0.8,-3.5,10,-7
CCNC(=O)c1ccc(C2SCC(=O)N2Cc2ccco2)cc1 (stereo not given),2,-2,-3,-6,-2,-1.7,-2.2,15,-10
O=C(CSc1nc2ccccc2c(=O)n1-c1ccccc1)c1c[nH]c2ccccc12,3,4,-3,-2,5,-1.4,-2.5,12,-14
COc1ccc2c(CN3CCN(S(=O)(=O)c4cccs4)CC3)cc(=O)oc2c1,3,2,0,-24,0,-1.5,0.3,12,4
Cc1cc(C)cc(NC(=O)N2CCCC2C(=O)Nc2ccc(-n3cnnn3)cc2)c1 (stereo not given),8,-1,-5,1,1,-0.5,-3.9,7,4
CCCCn1c(NC(C)CC)nc2c1c(=O)[nH]c(=O)n2C (stereo not given),2,4,2,-14,-4,-2.1,-2.1,14,-4
CC1(C)CC(=O)C2=C(C1)N(Cc1cccnc1)C(=O)C2(NC(=O)C1CC1)C(F)(F)F (stereo not given),-7,6,2,-2,8,-1.4,-2.0,18,-4
Cc1ccc(CNc2ncccc2-c2nc3cc(Cl)ccc3o2)cc1,8,0,-11,-3,-3,0.9,-1.8,-8,-24
COC(=O)c1c(C)nc2nonc2c1N,-1,7,0,2,11,-0.9,0.6,30,-2
CCC(Cc1ccccc1)NC(=O)C1CCCCC1 (stereo not given),-9,0,1,-7,6,-1.3,-4.4,1,-4
Cc1c(C(=O)NCc2cccnc2)oc2ccc(S(=O)(=O)N3CCC4(CC3)OCCO4)cc12,2,2,7,-19,-2,-0.4,-1.2,6,-8
N#Cc1ccc(Oc2cccc(C(=O)O)c2)cc1C#N,2,-5,2,0,-1,-1.4,-0.6,23,7
O=C(NCc1nnc(SCC(=O)N2CCc3ccccc32)o1)c1cccs1,7,6,-6,-14,-6,-0.4,0.4,7,11
Cc1ccc(NCc2ccc(Cl)nc2)c(NCc2ccc(Cl)nc2)c1,5,-7,0,0,-4,1.3,-1.1,8,5
N/C(=N\OC(=O)c1ccccc1)c1ccccn1,6,-3,-5,-5,2,0.4,-1.6,28,-33
CCS(=O)(=O)Nc1ccc2c(c1)OCO2,0,7,0,3,-2,-4.6,1.6,13,-1
CN(C)CCNc1nc2c(c(=O)[nH]c(=O)n2C)n1CCOc1ccccc1,2,3,1,-3,8,0.9,-1.6,3,5
O=C(OCc1nc2ccccc2[n+]([O-])c1C(=O)c1ccccc1)c1cccnc1,7,9,-6,-11,-2,-2.6,-1.5,17,4

# Single entries from the results shown:
# CCC(Cc1ccccc1)NC(=O)C1CCCCC1 (stereo not given) in p-CIP stab down reads -4
# O=C(CSc1nc2ccccc2c(=O)n1-c1ccccc1)c1c[nH]c2ccccc12 in NS3 helicase inh reads 5
# Cc1ccc(NCc2ccc(Cl)nc2)c(NCc2ccc(Cl)nc2)c1 in VIM-2 inhibitor reads 1.3

# Next part:
SMILES,IDE cell inh,IDE act,M18AAP inhibitor,FID counter,NS3 helicase inh,VIM-2 inhibitor,IMP-1 inhibitor,UBC9 SUMO inh,p-CIP stab down
Cc1ccc(OCc2cc(C(=O)N3CCN(CC(=O)NC(C)C)CC3)no2)cn1,3,0,0,-17,2,-4.1,-2.1,8,-9
O=C1Nc2cc(C(=O)NCCCN3CCCC3)ccc2S/C1=C\c1ccccc1,-1,4,-2,18,-38,14*,-0.2,22,3
CSc1ccc(-c2nc(CSCC(=O)NC3CC3)c(C)o2)cc1,4,7,0,-31,-5,1.0,0.1,23,-11
Cc1cccc(C(=O)N/N=C/c2cc(Br)c(Br)o2)c1,-3,5,3,-7,12,-5.1,-2.5,7,0
COc1ccc(F)cc1CN1CCN(C(=O)CCC(=O)Nc2nnc(C(C)C)s2)CC1,4,-2,8,-28,2,-1.1,-4.2,7,5
Cc1cc(=O)[nH]c2c(C)cc(S(=O)(=O)N3CCCCC3)cc12,x,-1,1,-11,-3,-4.6,-2.8,5,-6
COc1ccc(-n2ccc(=O)c(C(=O)O)n2)cc1,1,2,-10,2,-11,0.1,-2.1,25,-8
Cc1onc(C(=O)Nc2sc3c(c2C#N)CCCC3)c1[N+](=O)[O-],1,1,26,-2,5,-1.9,-2.2,-3,-5
C=CCNC(=S)NNC(=O)c1cccnc1,3,6,5,-3,-1,-1.0,-2.8,16,3
Cc1cc(C)c(N2C(=O)C3C4CC(=O)C(c5ccccc54)C3C2=O)c(C)c1 (stereo not given),-1,-2,-4,-8,-2,0.0,-2.0,28,-18
COc1ccccc1OCC(=O)N1CCCC(Nc2ccc(F)c(F)c2)C1 (stereo not given),-2,5,4,-37,-1,-3.4,-2.9,-3,4
O=C(CSc1nc2ccccc2c2c1CCCC2)N1CCOCC1,-5,5,-1,-29,-9,1.7,-0.2,10,-4
COC(=O)c1ccc(NC(=O)C2C3CCC(C3)C2C(=O)O)cc1 (stereo not given),2,4,3,0,0,-4.6,-2.2,3,2
O=C(N/N=C/c1cccc([N+](=O)[O-])c1)C1COc2ccccc2O1 (stereo not given),3,-5,0,-1,6,-3.5,-1.9,9,0
Cc1nn(-c2ccccc2)c2sc(-c3nnc(SCC(=O)O)o3)cc12,5,0,7,-24,8,2.4,-3.1,23,9
COc1ccc(NC(=O)CCC2CCCC2)cc1OC,6,2,-7,-14,-1,-2.6,-0.1,6,-1
Cc1cccc(N=Nc2c(N)n[nH]c2-c2ccc(Cl)cc2)c1,-6,8,7,17,-17,1.5,-1.7,-10,-2
O=C(Nc1cccc2nsnc12)c1ccc(-c2cccc(Cl)c2)o1,-3,1,-27,-23,40*,-0.2,0.4,60*,-6
C/C(=C\C(=O)c1ccccc1)Nc1ccc(O)cc1,-8,2,-2,-28,7,-3.2,-4.8,85,5
CCCCNC(=O)COC(=O)CNC(=O)c1cc(Cl)cc([N+](=O)[O-])c1,1,0,-3,12,-5,-0.5,-2.3,13,-26
O=C(NCc1ccco1)c1ccccc1NS(=O)(=O)c1ccc2c(c1)OCCO2,2,-2,3,-5,-4,-0.1,-2.0,0,5
Cc1ccccc1N1CC(O)(c2cccs2)[N+]2=C1CCCC2 (stereo not given),0,4,0,1,1,0.1,-2.7,14,-1
O=C(Nc1c(F)cc(F)cc1Br)c1cc(S(=O)(=O)N2CCN(c3ccccn3)CC2)ccc1F,0,4,2,-23,6,-3.3,-2.3,4,-10
CCCOC(=O)CN1C(=O)c2ccccc2C1=O,-2,1,11,0,9,-4.5,-3.2,15,3
COc1ccc(C(=O)NNC(=S)NC2CCCCC2)cc1OC,-1,-5,16,-6,3,-5.3,-3.5,2,-3

# Later entries:
SMILES,IDE cell inh,IDE act,M18AAP inhibitor,FID counter,NS3 helicase inh,VIM-2 inhibitor,IMP-1 inhibitor,UBC9 SUMO inh,p-CIP stab down
CCSc1nnc(CNc2ccc(F)cc2)n1CC1CCCO1 (stereo not given),3,-2,-1,0,-4,-3.2,-3.6,-2,-4
Cc1c(NC(=O)CSc2nnnn2-c2ccc(C(=O)O)cc2)c(=O)n(-c2ccccc2)n1C,2,4,5,14,-2,-1.3,-2.9,7,-7
CCOc1ccc(CN2CCN(CCCc3ccccc3)C(CCO)C2)cc1 (stereo not given),4,5,-5,7,-10,-2.1,-0.6,4,4
CCOC(=O)C1=C(CSc2nc3c(cc2C#N)CN(C)CC3)OC(N)=C(C#N)C1c1ccc(F)cc1 (stereo not given),5,1,4,-1,-18,0.9,-0.3,20,-3
CCOc1ccc(/C=N/NC(=O)c2nnn(-c3nonc3N)c2COc2ccc(F)cc2)cc1,4,2,-5,-2,-2,-2.2,-2.2,31,-3
N#CC(C(=O)OC1CCCCC1)c1nc2ccccc2nc1N1CCCCC1 (stereo not given),x,x,-2,7,-4,-0.6,-2.8,9,3
CCCCc1ccc(NC(=O)NCc2ccccn2)cc1,-1,0,-1,-21,-1,-0.3,-1.8,8,-8
O=C(CSc1ncnc2c1oc1ccccc12)Nc1cccc(F)c1,-2,-1,-1,-2,-1,-1.6,-2.6,-8,-5
COc1ccc(C(=O)N/C(=C\c2ccccc2)C(=O)NC(CC(C)C)C(=O)O)cc1 (stereo not given),2,3,6,-30,9,-4.7,-2.9,12,6
CCC(=O)N1CCc2cc(Br)cc(S(=O)(=O)N3CCCCCC3)c21,-1,6,4,-12,-6,-5.4,-7.8,8,-6
O=c1[nH]c(CSc2ccccn2)nc2c1cnn2-c1ccccc1,-1,-1,-3,-5,3,-0.9,-3.5,-3,-4
O=C(CSc1ncnc2c1oc1ccccc12)Nc1nc2ccccc2s1,-1,-7,2,-2,-1,-2.0,-3.8,-5,-17
CCCc1nnc(NC(=O)CCC(=O)N2CCN(C3c4ccccc4-c4ccccc43)CC2)s1,-1,3,-2,-1,-4,-1.1,-1.5,-3,4
O=C(NC(=S)Nc1ccccc1N1CCOCC1)c1ccc(Br)cc1,-2,3,-1,-19,1,-1.9,-1.2,0,-3
COc1cccc(C2C3=C(CCCC3=O)NC3=C2C(=O)c2ccccc23)c1 (stereo not given),6,x,-2,5,1,-0.6,-0.7,-5,-10
FC(F)(F)c1cccc(-c2ccc(-c3csnn3)o2)c1,1,0,5,0,3,-2.8,-3.7,2,-5
COc1ccc2c(c1)C(C)CC(C)(C)N2C(=O)CSc1ncn[nH]1 (stereo not given),5,1,1,-15,-8,-1.1,-2.1,-12,-21
Cc1cccc(N(C(=O)c2snc(C(N)=O)c2N)C(C(=O)NCC2CCCO2)c2c[nH]c3ccccc23)c1 (stereo not given),2,1,-4,-39,-25,-2.7,-2.2,-19,6
O=C(NCCCCNC(=O)c1ccc(F)cc1)c1ccc(F)cc1,0,0,3,-1,4,-0.5,-1.1,-1,-3
CCC(C)NC(=O)C1CCN(S(=O)(=O)CC)CC1 (stereo not given),0,-3,2,0,-4,-1.5,-0.6,-5,7

# Source: PubChem
